Luciferase inh: firefly luciferase inhibition. actives 2.2% (n = 72,000). AID 411. purified firefly luciferase, luminescence, 8 min. Potency, µM (titrated, usually from 57.1 µM), for the others: at the top dose activity change, negative = inhibition, most hits filed as inhibitors. P08659; further: potency means the concentration at half of the fitted maximal effect; on the % scale 0 is the no-effect control and ±100 the full control effect; nearly all actives have a fitted effect of over 40% in size
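Titration-based qHTS; buffer 50 mM imidazole pH 7.2, 50 mM KCl, 7 mM MgCl2, 10 uM ATP, 0.01% Tween 20, 0.05% BSA; luciferase/luciferin detector mix added after compound; 8 min, ambient; luminescence.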
GFP derepression: epigenetic modulators derepressing GFP locus in mouse cells; mouse C127i GFP locus derepression, cytometry, 30 h; Potency, µM (titrated, usually from 46.1 µM), inactives show at the highest dose GFP derepression (activation); actives 0.09% (n = 68,000); AID 597; further: % of control where 0% means no effect
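Derepression screen: silenced CMV-GFP reporter in murine C127i cells, 30 h compound incubation at 37 C, washed cells imaged by laser-scanning cytometer to enumerate GFP-expressing objects of 20 to 120 um.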
HBB splicing: hemoglobin beta splicing modulation; HBB splicing reporter cell assay, activation; EGFP reporter with mutant IVS2-654 intron; response scale: normalised to 500 nM splice-correcting PNA; actives 0.06% (n = 65,000); Potency, µM (doses to about 46.1 µM), without a hit: top-dose activation, hits mostly activators; further: potency means the concentration at half of the fitted maximal effect; 0% is about no effect
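Compounds were applied for 2 days to HeLa EGFP-654 cells, 500/well in Optimem with 2% FCS. The reporter's EGFP is disrupted by mis-splicing of beta-globin intron IVS2-654. Readout: summed well GFP fluorescence from 488 nm laser scanning; reference was 500 nM antisense […] 654 PNA.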
ALOX15 inhib: blocks human 15-lipoxygenase activity; P16050; purified 15hLO-1, xylenol orange hydroperoxide absorbance; Potency, µM (top dose mostly 57.1 µM), inactives show at the highest dose activity change, negative = inhibition, most hits filed as inhibitors; actives 1.4% (n = 74,000); further: potency means the concentration at half of the fitted maximal effect; on the % scale 0 is the no-effect control and ±100 the full control effect; nearly all actives have a fitted effect of over 55% in size
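Hydroperoxide formed from arachidonic acid (50 uM) by purified human 15hLO-1 (40 nM) oxidizes ferrous iron, and the ferric-xylenol orange complex is read at 573 versus 405 nm. Compounds were preincubated 15 min; reaction ran 6 min at room temperature.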
CRE Fsk mod: CRE-bla signaling modulation under forskolin stimulation; CHO CRE-bla reporter (cAMP response element driving beta-lactamase), forskolin EC10, beta-lactamase ratio; Potency, µM (series often up to 38.2 µM), inactives show top-dose activity change, negative = inhibition, hits mostly activators; actives 2.5% (n = 71,000); AID 662; active means well fitted activation curve with a large enough effect in the signal ratio, with a control signal flat, not every such curve was filed as active; inconclusive means small, poorly fitted or top-dose-only effect, or effect the other way, or a change in a side signal; the % refers to the signal ratio; further: potency means the concentration at half of the fitted maximal effect; % of control where 0% means no effect
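The 460nm/530nm emission ratio after CCF4 loading defined %Activity, from which AC50 values were obtained. CRE-bla CHO cells received compound dilution series together with an EC10 level of NKH 477 for 3 hours at 37 degrees Celsius.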
HADH2 inh: inhibitors of human HADH2 dehydrogenase | Q99714 | recombinant HADH2, NADH fluorescence, beta-hydroxybutyryl-CoA | Potency, µM (top dose mostly 57.1 µM), without a hit: at the highest dose activity change, negative = inhibition, most hits filed as inhibitors | actives 3.4% (n = 73,000) | AID 886; further: potency means the concentration at half of the fitted maximal effect; on the % scale 0 is the no-effect control and ±100 the full control effect; nearly all actives have a fitted effect of over 60% in size; many of its hits are not listed in these tables
Target sequence (Q99714 whole entry, looked up, one chain of several): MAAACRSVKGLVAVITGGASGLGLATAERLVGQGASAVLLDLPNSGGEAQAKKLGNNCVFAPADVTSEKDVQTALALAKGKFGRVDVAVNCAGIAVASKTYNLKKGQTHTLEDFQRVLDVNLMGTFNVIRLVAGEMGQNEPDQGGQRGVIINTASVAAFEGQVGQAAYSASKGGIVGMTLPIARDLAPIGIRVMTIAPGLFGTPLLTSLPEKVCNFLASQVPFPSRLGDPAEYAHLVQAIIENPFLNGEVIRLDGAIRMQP
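Activity measured as NADH fluorescence gain (360/450 nm), taken as the change between first and last reads of a 4-min kinetic run. Conditions: pH 9.0 Tris buffer, 20 nM E. coli-expressed His-tagged enzyme, 1 mM NAD+, 90 uM beta-hydroxybutyryl-CoA; 15-min compound preincubation.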
Tau filament bind: binds recombinant human tau filaments | actives 2% (n = 71,000) | AID 596 | P10636 | Potency, µM (highest dose often 57.1 µM), without a hit: at the top dose activity change, negative = inhibition | recombinant tau filaments, thioflavin S fluorescence, 15 h; filaments grown with octadecylsulfate alongside compound;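 further: potency means the concentration at half of the fitted maximal effect; on the % scale 0 is the no-effect control and ±100 the full control effect; actives lower thioflavin S fluorescence by blocking filaments or displacing dye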
Target sequence (P10636 whole entry, looked up): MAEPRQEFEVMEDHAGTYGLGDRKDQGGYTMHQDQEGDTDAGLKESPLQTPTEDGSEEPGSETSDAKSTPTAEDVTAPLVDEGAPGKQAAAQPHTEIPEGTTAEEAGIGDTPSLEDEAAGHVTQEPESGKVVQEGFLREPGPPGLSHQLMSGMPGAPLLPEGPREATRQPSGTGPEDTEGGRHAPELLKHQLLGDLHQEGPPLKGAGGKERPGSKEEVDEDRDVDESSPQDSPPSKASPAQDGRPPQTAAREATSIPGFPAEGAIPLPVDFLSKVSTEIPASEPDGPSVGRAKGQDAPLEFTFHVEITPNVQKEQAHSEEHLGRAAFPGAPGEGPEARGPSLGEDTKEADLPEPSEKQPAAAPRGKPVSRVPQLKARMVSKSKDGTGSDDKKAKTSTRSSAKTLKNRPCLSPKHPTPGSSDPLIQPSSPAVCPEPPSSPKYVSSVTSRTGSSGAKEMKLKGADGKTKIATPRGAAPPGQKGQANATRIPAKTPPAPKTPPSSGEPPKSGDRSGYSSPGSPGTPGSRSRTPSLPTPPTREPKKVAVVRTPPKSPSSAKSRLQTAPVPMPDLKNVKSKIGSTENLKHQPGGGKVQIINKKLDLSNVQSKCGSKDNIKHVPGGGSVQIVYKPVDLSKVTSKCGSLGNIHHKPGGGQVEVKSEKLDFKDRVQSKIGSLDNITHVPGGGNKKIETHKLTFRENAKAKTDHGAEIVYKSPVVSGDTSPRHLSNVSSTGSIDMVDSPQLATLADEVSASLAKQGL
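Quantitative HTS: thioflavine S signal from ODS-induced tau filaments, excited at 450 nm, emission 510 nm. Conditions: 1 uM tau, 30 uM ODS, 15 h at 37 C, pH 7.4.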
Hsp90 Hop PPI: changes Hsp90-Hop TPR2A binding signal, up or down | AlphaScreen TPR2A-His6 binding biotin-Hsp90 C-terminal peptide | Potency, µM (titrated, usually from 57 µM), inactives show at the top dose activity change, negative = inhibition | actives 0.44% (n = 71,000); active means well fitted curve in either direction with a large enough effect; inconclusive means small, poorly fitted or top-dose-only effect, or another doubt; further: potency means the concentration at half of the fitted maximal effect; on the % scale 0 is the no-effect control and ±100 the full control effect; many of its hits are not listed in these tables
UbGFP stabilizer: ubiquitin-GFP accumulation via proteasome inhibition; Ubiquitin-GFP reporter cells, proteasome inhibition, GFP fluorescence; response scale: untreated = 0%, 10 µM MG-132 = 100%; Potency, µM (doses to about 45.9 µM), inactives show top-dose activation (GFP accumulation), usual class: activators; 67,000 tested, under 10 active; AID 526; active means well fitted activation curve with a large enough effect, not every such curve was filed as active; inconclusive means small, poorly fitted or top-dose-only effect, or another doubt; inactive means no such curve, though single readings can be large or run the other way; further: potency means the concentration at half of the fitted maximal effect
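GFP accumulation read-out: laser plate cytometry counting ubiquitin(G76V)-GFP-expressing U2OS cells after 4 hr compound exposure at 37 °C. Titrations spanned 46 uM to 2.9 nM; 0% = basal, 100% = 10 uM MG-132; concentration-response curves fitted.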
ERK AVP inh: inhibitors of vasopressin-stimulated ERK signaling pathway | AID 995 | Potency, µM (doses to about 57.5 µM), inactives show top-dose activity, negative = inhibition, usual class: inhibitors | HEK293-V1b, vasopressin-stimulated pERK AlphaScreen | actives 0.99% (n = 72,000); further: potency means the concentration at half of the fitted maximal effect; on the % scale 0 is the no-effect control and ±100 the full control effect; nearly all actives have a fitted effect of over 55% in size
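qHTS, compounds titrated on V1b-expressing HEK293 cells. Preincubation 30 min at 37C, vasopressin 25 nM for 5 min, lysis 10 min, bead incubation 5 hr at room temperature.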
Pol III holo inh: DNA polymerase III holoenzyme inhibition | actives 0.25% (n = 71,000) | Potency, µM (highest dose often 57.1 µM), for inactives: at the top dose activity change, negative = inhibition | reconstituted DNA polymerase III holoenzyme replication, biochemical; further: potency means the concentration at half of the fitted maximal effect; on the % scale 0 is the no-effect control and ±100 the full control effect
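Reconstituted *E. coli* holoenzyme (0.35 nM Pol III, 1 nM beta, 154 nM SSB, 2 nM primase) was preincubated with compound for 15 min at RT. Synthesis on 1.4 nM ssM13Gori ran 35 min, then was stopped with PicoGreen/EDTA and read as dsDNA fluorescence.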
* hit, by the source's call; ? = inconclusive; . = no result given; [ ] = remark or other dose. Unless noted, the call rests on the fitted dose curve; in most records, active means well fitted curve in the direction sought with a large enough effect; inconclusive means small, poorly fitted or top-dose-only effect, or another doubt; inactive means no such curve, though single readings can be large; an effect the other way counts as inactive or inconclusive. A portion of the library, so the mix of outcomes need not match the whole.

SMILES	Luciferase inh	GFP derepression	HBB splicing	ALOX15 inhib	CRE Fsk mod	HADH2 inh	Tau filament bind	Hsp90 Hop PPI	UbGFP stabilizer	ERK AVP inh	Pol III holo inh
COc1ccc(C(=O)Nc2nc3nc(-c4ccccc4)cc(=O)n3[nH]2)cc1	2.2%	2.1%	3.1%[57.5 µM]	11.5%	6.1%	-2.1%	3.9%	0.5%	5.2%	-6.9%	-3.5%
Clc1ccc(Cc2nnc(-c3cccs3)o2)cc1	-7.1%	2.3%	0.4%	-20.4%	5.7%	-7.9%	3.0%	12.2%	0.6%	12.2%	-5.5%
CC(=O)SCCC(=O)Nc1ccccc1	-0.4%	3.2%	-1.4%	4.7%	-15.0%	-6.7%	-2.6%	-0.2%	8.7%	-2.3%	-5.2%
CC(C)OCCCNC(=O)CNC(=O)c1cccs1	0.9%	4.3%	-2.7%[57.5 µM]	?	?	1.1%	1.2%	-1.9%	-1.7%	-9.1%	-2.0%
COC(=O)c1ccccc1NC(=O)CNc1cc(Cl)ccc1N1CCOCC1	-1.0%	0.0%	-0.1%[57.5 µM]	-29.8%	6.9%	5.9%	15.8µM*	?	-0.8%	60.7%[activator]	-2.9%
COc1ccc(/C=N\NC(=O)O)cc1	-7.9%[11.4 µM]	0.0%[9.22 µM]	4.0%[9.22 µM]	5.3%[11.4 µM]	0.0%[7.6 µM]	8.6%[11.4 µM]	2.2%[11.4 µM]	1.0%[11 µM]	-1.3%[9.17 µM]	0.9%[11.5 µM]	-10.7%[11.4 µM]
CC1CCCC(C)N1C(=O)CN1C(=O)C(C)(C)Oc2ccc(C(=O)NC3CCCC3)cc21 (centres undefined)	0.2%	2.7%	0.2%[57.5 µM]	-3.0%	8.6%	6.2%	-8.0%	-0.1%	2.3%	2.8%	-1.7%
CCCn1c(-c2ccc(F)cc2)nc2c(N3CCN(C)CC3)nc(C)nc21	.	.	-1.7%	20µM*	19.0%	-0.7%	24.1%	-6.3%	-8.6%	-6.7%	-5.2%
COc1ccc2[nH]cc(CCNc3nc(-c4ccccc4CN(C)C)nc4ccccc34)c2c1	1.9%[2.29 µM]	2.9%[9.22 µM]	-1.8%	-8.0%	7.6%	19.1%	65.9%	-14.0%	-5.6%	19.1%	-12.9%
c1ccc(-n2ncc3c(N4CCN(c5ccccn5)CC4)nc(N4CCCCC4)nc32)cc1	-1.0%	-2.6%	2.3%	10.2%	?	9.1%	16.4%	-3.0%	8.3%	4.2%	-4.9%
O=C(O)CCCNC1=NCCC1	0.8%	-2.2%	0.3%[9.22 µM]	1.4%	-2.5%	-5.7%	-4.6%	2.2%	-4.2%	-18.0%	-8.3%
O=C(c1ccc(N2CCOCC2)nc1)N1CCCCC1	0.0%	-1.9%	.	?	-2.7%	-18.4%	-13.3%	?	-2.6%	25.4%	-1.8%
CN(CC(=O)NCc1ccc2c(c1)OCO2)S(=O)(=O)c1ccc(Br)s1	-0.1%	5.8%	-1.2%	?	-15.9%	7.0%	179.6%	-0.9%	6.1%	13.3%	-1.0%
CC(C)(C)OC(=O)N1CCC[C@H]1c1nnc(SCc2ccccc2Cl)o1	1.2%	-6.8%	-6.1%[0.369 µM]	-0.9%	2.8%	5.4%	-1.0%	2.3%	0.9%	-0.1%	2.4%
Cc1nn(Cc2ccccc2)c(Cl)c1C(=O)OCc1nnc(-c2ccccc2)o1	-0.6%	-1.5%	-0.5%[57.5 µM]	-10.5%	-12.8%	-8.7%	18.2%	25.9%	7.8%	-5.4%	-5.1%
O=c1[nH]n(-c2ncnc3c2cnn3-c2ccccc2)c(=O)c2ccccc12	?	-2.4%	4.4%	14.5%	28.9%	-2.0%	1.2%	-11.1%	-0.9%	-14.3%	6.2%
COC(=O)[C@@H]1CC[C@H](C)[C@@H](c2ccc(C)cc2)N1C(=O)c1ccc(/C=N\OCC[C@@H]2C=C[C@H](OC(C)=O)[C@H](COC(C)=O)O2)cc1	0.4%[11.4 µM]	.	1.2%[9.22 µM]	-8.0%[11.4 µM]	.	-1.4%[11.4 µM]	.	.	.	15.1%[11.5 µM]	.
O=S(=O)(c1ccc(Br)c2nsnc12)N1CCOCC1	3.7%	2.9%	-0.1%	2.7%	?	-1.1%	7.6%	-4.4%	-1.5%	1.9%	0.5%
O=C(NC1CCCCC1)n1c(=O)oc2ccccc21	2.3%	14.1%	3.3%[0.369 µM]	4.0%	-2.9%	8.0%	-3.0%	2.1%	.	-16.2%	5.0%
O=C(NCCCN1CCN(c2ccccc2F)CC1)Nc1ccc(F)cc1	2.1%	-2.3%	0.0%	10.3%	-8.5%	8.7%	-25.3%	-5.8%	-10.4%	17.8%	2.1%
COc1ccc(-c2csc(Cc3nnc4n3CCCCC4)n2)cc1OC	0.0%	1.1%	0.7%	0.1%	12.6µM*	6.8%	2.5%	-5.1%	1.0%	-20.9%	-8.4%
CCOC(=O)CC(=O)CSc1ccc2nnc(-c3ccccc3)n2n1	3.9%	-3.9%	0.4%	-4.9%	?	-20.0%	3.8%	-2.7%	6.6%	9.7%	0.3%
N#CCSc1nnc2c(Cl)cc(Cl)cn12	1.0%	0.0%	-3.7%	4.6%	?	-1.2%	-13.9%	-2.1%	0.5%	-19.4%	-6.5%
COc1ccc(NC(=O)C2C3C=CC4(CN(Cc5cccnc5)C(=O)C24)O3)c(OC)c1 (centres undefined)	2.5%	4.5%	1.8%	1.6%	?	1.7%	0.1%	-4.2%	1.0%	5.6%	5.9%
Cc1nc(SCC(=O)NCc2ccco2)c2oc3ccccc3c2n1	-1.3%	-2.2%	-3.5%[57.5 µM]	-4.4%	?	?	-1.4%	-4.2%	6.2%	-22.7%	-5.9%

(list continues)
SMILES	Luciferase inh	GFP derepression	HBB splicing	ALOX15 inhib	CRE Fsk mod	HADH2 inh	Tau filament bind	Hsp90 Hop PPI	UbGFP stabilizer	ERK AVP inh	Pol III holo inh
Cc1c(N=Cc2ccc(Cl)o2)c(=O)n(-c2ccccc2)n1C	1.1%	2.3%	-1.4%	0.5%	-1.1%	-22.9%	-6.5%	0.2%	8.4%	19.9%	-11.6%
Cc1ccc(S(=O)(=O)c2cc3c(=O)n4ccccc4nc3n(CC3CCCO3)c2=N)cc1 (centres undefined)	1.6%	6.0%	-0.1%	-2.5%	?	36.4%[activator]	5.6%	-4.7%	-3.5%	-0.2%	-4.1%
Nc1nc(N)[n+]([O-])c(N)c1NCO	-0.1%[11.4 µM]	8.9%[9.22 µM]	0.2%[9.22 µM]	8.5%[11.4 µM]	8.8%[7.6 µM]	-4.1%[11.4 µM]	5.9%[11.4 µM]	0.9%[11 µM]	4.9%[9.17 µM]	-9.5%[11.5 µM]	-5.8%[11.4 µM]
Cc1ccc(OCC(=O)N2CCN(C3=NS(=O)(=O)c4ccccc43)CC2)cc1	-5.2%	0.0%	0.5%	4.1%	-6.4%	10.7%	-7.2%	-1.5%	-2.5%	-8.8%	-5.9%
Cc1cc2cc(CN3C(=O)c4ccccc4C3=O)ccc2n1C	-0.1%	3.6%	-0.5%	?	8.7%	4.4%	20µM*	-9.8%	-9.3%	36.9%[activator]	-8.8%
C=CCc1cc(OC)ccc1OCCON1C(=O)CCC1=O	0.0%	0.0%	0.3%	-1.5%	0.5%	7.6%	10.7%	-2.7%	-2.7%	-7.0%	-6.2%
CCN=C1SC(CC(=O)NC2CCCCC2)C(=O)N1CC (centres undefined)	-1.5%	0.0%	1.6%	6.5%	-0.9%	0.5%	7.5%	-3.1%	5.8%	-4.5%	-4.0%
O=c1oc(-c2cccnc2)nc2ccccc12	-8.1%	4.4%	-0.2%	5.0%	?	6.4%	12.1%	-3.6%	6.0%	-0.9%	-2.8%
Cc1ccc(CNC(=O)CCS(=O)(=O)c2cc(Br)cc3c2N(C(=O)C2CC2)CC3)o1	-12.6%	-4.3%	5.6%	?	?	-3.1%	2.8%	0.8%	-6.2%	5.0%	-10.4%
CCOc1ccccc1-n1c(SCC(=O)NC(C)(C)C)nnc1-c1ccoc1C	-1.7%	0.0%	2.5%	-3.7%	-23.0%	1.2%	-10.6%	-12.4%	5.9%	5.2%	-14.9%

High-throughput results deposited in PubChem BioAssay by National Center for Advancing Translational Sciences (NCATS).
